ELG1 DNA repair: ELG1-dependent DNA repair inhibition; AID 504467; Potency, µM (titrated, usually from 46.1 µM), for the others: at the highest dose activity change, negative = inhibition, most hits filed as inhibitors; 2.3% of 330,000 active; HEK293T ELG1-luciferase reporter, luminescence, 16 h; DNA damage induced by 5-fluorouridine; also: potency is read from the fitted curve at half-maximal effect; % is scaled to controls: 0 for no effect and ±100 for the full control effect; nearly all actives have a fitted effect of over 55% in size
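Reporter activity after DNA damage by 5-fluorouridine is monitored. Compound-treated cells incubate 16 hr at 37 °C, then ONE-Glo is added for 30 min before luminescence reading.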
B2AR arrestin: agonists driving beta-arrestin recruitment to human beta2-adrenergic receptor | 0.02% of 330,000 active | Potency, µM (series often up to 46.1 µM), without a hit: at the top dose activation, most hits filed as activators | AID 492947 | P07550 | beta-arrestin recruitment to beta2AR, cell-based reporter;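 also: potency is read from the fitted curve at half-maximal effect; 0% = DMSO controls and full agonism = EC100 isoproterenol or metaproterenol; nearly all actives have a fitted effect of over 65% in size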
Chronic BCR inh: inhibitors of chronic active B-cell receptor signaling; Potency, µM (highest dose often 46.1 µM), for inactives: at the top dose ratio change, negative = lower green/red ratio, most hits filed as inhibitors; 0.05% of 340,000 active; AID 493014; ABC-DLBCL IkBa-CBG/CBR reporter, luminescence ratio, 4 h; active = well fitted inhibition curve with a large enough effect in the signal ratio, with a control signal flat, not every such curve was filed as active; inconclusive = small, poorly fitted or top-dose-only effect, or effect the other way, or a change in a side signal; the % refers to the signal ratio;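 also: potency is read from the fitted curve at half-maximal effect; plate controls were basal doxycycline-induced cells for no effect and cells given 10 µM MG132 for full effect; MG132 reads +100%, hits lower the ratio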
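Cell line TMD8 (human ABC DLBCL), stably expressing tet-inducible CBG68-IkBa fusion and CBR; IMDM/0.5% FBS; cpd up to 46 uM; dox induction, 4 h, 37C/5% CO2; dual luminescence; green/red ratio; MG132 control.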
TSHR antagonist: blocks TSH signaling through the human TSH receptor; P16473; TSHR-expressing cells, TSH-stimulated cAMP HTRF, 2 h; stronger effect = lower value; activity change, negative = inhibition, % at 11.5 µM; 0.2% of 330,000 active;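 active = activity change below a set negative limit, meaning inhibition stronger than a set level, cut at about -70% in these data; inconclusive = activity change between two set negative limits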; also: % is scaled to controls: 0 for no effect and ±100 for the full control effect
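Inhibition of cAMP made by TSHR-expressing cells under TSH stimulation (4nM final, EC80; 2 h, 37 deg C) is quantified with a one-step lysis HTRF kit, anti-cAMP cryptate versus cAMP-d2.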
Mito fusion act: blocks mitochondrial division or promotes mitochondrial fusion. S. cerevisiae fusion-defective mutant growth rescue, CellTiterGlo 48 h. Potency, µM (highest dose often 46.1 µM), inactives show top-dose growth rescue (activation), most hits filed as activators. 0.23% of 320,000 active;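 also: potency is read from the fitted curve at half-maximal effect; % of control where 0% means no effect; nearly all actives have a fitted effect of over 45% in size; temperature-sensitive fusion mutants such as fzo1-1 at 37 °C on non-fermentable ethanol glycerol medium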
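Compounds are tested for their ability to restore growth of mitochondrial fusion-defective yeast strains at non-permissive 37C in YPEG medium over 48 hours. Viability is quantified by luciferase luminescence.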
Eya2 inh: inhibitors of human Eya2 phosphatase activity; Potency, µM (doses to about 76.9 µM), for inactives: top-dose activity, negative = inhibition, usual class: inhibitors; recombinant Eya2, OMFP fluorescence dephosphorylation (OMFP is methylfluorescein phosphate); 0.006% of 330,000 active; also: potency is read from the fitted curve at half-maximal effect; % is scaled to controls: 0 for no effect and ±100 for the full control effect
Target sequence (O00167 whole entry, looked up): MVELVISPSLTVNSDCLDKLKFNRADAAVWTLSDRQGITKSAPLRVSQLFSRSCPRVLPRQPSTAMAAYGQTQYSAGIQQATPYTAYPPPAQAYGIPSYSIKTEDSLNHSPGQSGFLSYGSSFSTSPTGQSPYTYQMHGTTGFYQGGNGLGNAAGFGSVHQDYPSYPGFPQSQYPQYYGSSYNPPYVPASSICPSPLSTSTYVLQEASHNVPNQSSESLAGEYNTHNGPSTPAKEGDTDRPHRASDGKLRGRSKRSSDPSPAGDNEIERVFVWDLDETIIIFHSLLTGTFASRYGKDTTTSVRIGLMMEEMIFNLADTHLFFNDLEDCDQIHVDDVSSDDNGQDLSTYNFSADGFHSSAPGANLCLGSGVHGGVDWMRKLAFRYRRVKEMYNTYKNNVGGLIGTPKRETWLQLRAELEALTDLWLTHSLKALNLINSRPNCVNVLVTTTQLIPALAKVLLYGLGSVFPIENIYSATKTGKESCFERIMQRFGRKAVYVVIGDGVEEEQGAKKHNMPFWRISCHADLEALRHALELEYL
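Eya2 (0.2 uM) preincubated 10 min at ambient with compound, then OMFP substrate added at 50 uM; 10 min reaction in 50 mM HEPES pH 7.5, 50 mM NaCl, 5 uM MgCl2, 0.05% BSA, 1 mM DTT. Fluorescence read at Ex 485/Em 525 nm.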
TCR activator: activates T cell receptor signaling; primary human leukocytes, anti-CD3, IL-2 HTRF, 48 h; Potency, µM (doses to about 9.22 µM), for the others: at the top dose activation of IL-2 secretion, most hits filed as activators; 330,000 tested, under 10 active; AID 504894; also: % of control where 0% means no effect
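Human primary leukocytes + a-CD3 beads + cpd, 48 hr; IL-2 in supernatant by HTRF (ex 320nm / em 665nm). No co-stimulatory signal supplied.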
uPA generation: cell surface uPA generation inhibition; cell surface uPA generation assay, qHTS; Potency, µM (doses to about 38.3 µM), for the others: at the highest dose activity change, negative = inhibition, usual class: inhibitors; 0.31% of 330,000 active; active = well fitted inhibition curve with a large enough effect; inconclusive = small, poorly fitted or top-dose-only effect; inactive = no such curve, though single readings can be large or run the other way; tested in mouse RAW 264.7 cells; also: potency is read from the fitted curve at half-maximal effect; % is scaled to controls: 0 for no effect and ±100 for the full control effect; nearly all actives have a fitted effect of over 55% in size
TSG101-PTAP inh: blocks PTAP/TSG101 interaction to inhibit HIV-1 budding | Potency, µM (top dose mostly 115 µM), for inactives: at the highest dose activity change, negative = inhibition, hits mostly inhibitors | Fluorescence polarization, FITC-PTAP peptide / Tsg101 binding | 340,000 tested, under 10 active; active = well fitted inhibition curve with a large enough effect in the main read-out, with a control signal flat, not every such curve was filed as active; inconclusive = small, poorly fitted or top-dose-only effect, or effect the other way, or a change in a side signal; inactive = no such curve, though single readings can be large or run the other way; also: potency is read from the fitted curve at half-maximal effect; % of control where 0% means no effect
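Fluorescence polarization binding of Tsg101 binding domain (10 uM final) to FITC-labeled PTAP peptide (50 nM final) in HEPES pH 7.5 buffer with NaCl, Tween 20, EDTA, TCEP. Compounds added before peptide; binding 20 min at RT.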
Tb PFK inh: T. brucei PFK enzyme inhibition. O15648. T. brucei PFK, ADP-Glo luminescence. Potency, µM (titrated, usually from 57.5 µM), for the others: at the top dose activity, negative = inhibition, actives largely listed as inhibitors. 0.17% of 330,000 active. AID 485367;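 also: potency is read from the fitted curve at half-maximal effect; 0% = uninhibited 1x PFK enzyme wells and -100% = no-enzyme wells; nearly all actives have a fitted effect of over 60% in size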
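PFK 1.25 nM, F6P 0.5 mM, ATP 0.1 mM, 0.1 M TEA pH 8.0, 5 mM MgCl2, 0.01% Tween20, 0.1% BSA; 45 min RT. ADP-Glo readout. qHTS titration up to 57 uM; curves fitted, compounds curve-classed.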
USP2a block: USP2a (human) protease inhibition. O75604. USP2 core, Ub-CHOP2 coupled fluorogenic reporter, 485/531. Potency, µM (top dose mostly 38.3 µM), for the others: at the highest dose activity change, negative = inhibition, most hits filed as inhibitors. 0.01% of 330,000 active. AID 463254;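 also: potency is read from the fitted curve at half-maximal effect; plate controls were DMSO wells for no effect and full inhibition by NEM control for full effect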
Target sequence (O75604 whole entry, looked up): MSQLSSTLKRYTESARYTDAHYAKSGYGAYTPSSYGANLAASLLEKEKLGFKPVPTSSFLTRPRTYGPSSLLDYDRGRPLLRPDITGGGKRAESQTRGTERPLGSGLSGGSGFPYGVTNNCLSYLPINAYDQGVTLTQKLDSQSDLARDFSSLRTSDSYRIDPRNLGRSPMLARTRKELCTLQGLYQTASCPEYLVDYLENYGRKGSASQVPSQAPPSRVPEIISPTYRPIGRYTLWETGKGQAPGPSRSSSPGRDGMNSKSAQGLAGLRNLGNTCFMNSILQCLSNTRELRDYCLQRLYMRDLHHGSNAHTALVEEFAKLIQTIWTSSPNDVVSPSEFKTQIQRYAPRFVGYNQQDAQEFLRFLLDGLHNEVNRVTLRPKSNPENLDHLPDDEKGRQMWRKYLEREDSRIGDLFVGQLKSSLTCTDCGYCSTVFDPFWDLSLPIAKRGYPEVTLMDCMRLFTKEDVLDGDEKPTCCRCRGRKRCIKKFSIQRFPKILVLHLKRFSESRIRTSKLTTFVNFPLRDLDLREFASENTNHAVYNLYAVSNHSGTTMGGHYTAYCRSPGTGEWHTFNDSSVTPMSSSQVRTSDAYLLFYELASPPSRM
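USP2 core (10nM final) preincubated 30min RT with compound in 20mM Tris-HCl pH 8.0, 2mM CaCl2, 2mM beta-mercaptoethanol, 0.05% CHAPS; 25nM Ub-CHOP2 plus 25nM reporter substrate added, fluorescence (Ex485/Em531) read after 60min.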
* hit, by the source's call; ? = inconclusive; / = not tested or not shown; [ ] = remark or other dose. Unless noted, calls follow the shape of the dose curve; as a rule, active = well fitted curve in the direction sought with a large enough effect; inconclusive = small, poorly fitted or top-dose-only effect, or another doubt; inactive = no such curve, though single readings can be large; an effect the other way counts as inactive or inconclusive.

SMILES	ELG1 DNA repair	B2AR arrestin	Chronic BCR inh	TSHR antagonist	Mito fusion act	Eya2 inh	TCR activator	uPA generation	TSG101-PTAP inh	Tb PFK inh	USP2a block
CC1CCN(C(CNS(=O)(=O)c2ccccc2)c2ccccc2)CC1 (configuration not stated)	3%	-0.7%	1%	6	5%	4%	-6%	-1%	1%	2%	-5%
O=C(CSc1ncccc1C(=O)O)NCc1ccc(F)cc1	5%	-1.0%	4%	-1	0%	-10%[15.4 µM]	1%	-1%	-1%	0%	2%
CS(=O)(=O)Nc1ccc(Br)cc1C(=O)c1ccccc1	?	0.0%	4%	5	5%	-6%	-2%	-4%	-10%	2%	1%
COc1ccc(-c2nc(N)n(C(=O)c3ccccc3)n2)cc1	?	-0.1%	-8%	-3	-4%	14%	-4%	-3%	2%	-2%	1%
Cn1cnnc1SCC(=O)NC1CCCCCC1	13%	0.0%	2%	17	0%	5%	-2%	-4%	-1%	-3%	2%
O=C(/C=C/c1ccc(F)cc1)NC(=S)NNC(=O)c1cnccn1	2.3µM*	0.2%	1%	-11	-2%	4%	-3%	-2%	-5%	2%	-2%
O=C(NCCN1CCOCC1)Nc1ccc(F)cc1	-9%	0.3%	6%	-2	-4%	7%	2%	3%	-1%	-1%	1%
CCOc1ccc(C2N(c3cc(C)on3)C(=O)C3CCCN32)cc1OC (configuration not stated)	8%	-0.4%	?	-4	7%	15%	/	-1%	-8%	-3%	1%
Brc1ccccc1/C=N/N1CCCCC1	4%	0.3%	1%	12	5%	7%	11%	5%	4%	-13%	1%
CN1CCN(C(=O)/C(=C/c2ccc(F)cc2)c2ccsc2)CC1	0%	-0.2%	1%	-1	0%	11%	2%	-11%	-4%	-1%	3%
CN(CC(=O)Nc1cccc(S(=O)(=O)NC2=NCCC2)c1)Cc1ccccc1Cl	3%	0.1%	1%	31	1%	5%	1%	-3%	-6%	1%	4%
Cc1cc(C(=O)COc2ccc(C#N)cc2)c(C)n1-c1ccc2c(c1)OCO2	?	6.9%	1%	-5	-5%	-3%	2%[46.1 µM]	4%	1%	-2%	5%
COc1cccc(CN(C)C(=O)CN2C(=O)NC(c3ccccc3)(c3ccccc3)C2=O)c1OC	-4%	0.9%	-1%	7	-3%	4%	-4%	8%	-2%	4%	-2%
S=C(Nc1ccc2nc(-c3ccccn3)c(-c3ccccn3)nc2c1)N1CCOCC1	6%	-0.9%	?	0	-3%	17%	-2%	0%	3%	-3%	19%
O=C(NCc1ccccc1F)c1ccc(S(=O)(=O)N2CCCCCC2)cc1	?	0.0%	-3%	11	18%	-11%	-3%	-30%	1%	-8%	-1%
CCOC(=O)c1c(NC(=O)COC(=O)Cn2cnc3ccccc32)sc(C)c1C	29%	-0.6%	-4%	-5	0%	3%	-5%	-7%	1%	1%	0%
CN(C)C(=O)/C(=C\c1ccncc1)NC(=O)c1ccccc1	17%	-0.8%	5%	-14	-7%	-5%	-2%	0%	3%	-1%	7%
CCOC(=O)c1ccc(NC(=O)CCc2ccc(C)o2)cc1	-21%	3.4%	8%	-7	2%	-12%	2%	0%	-2%	-5%	-1%
Clc1ccc(-c2csc(Nc3ccccc3)[n+]2Cc2ccco2)c(Cl)c1	?	-0.3%	10%	-13	-1%	-12%	0%	-10%	-5%	0%	-1%
C#CCOCCOCCOCCNc1nc(N2CCN(C(=O)Cn3cc(CCCCN)nn3)CC2)nc(N2CCN(C(=O)[C@H](CCCCN)n3cc(CCC(=O)O)nn3)CC2)n1	?	0.3%	-9%	1	-5%	-17%	10%	4%	-3%	0%	2%
O=C1CCN(C(=O)c2cccs2)c2ccccc21	?	-0.5%	0%	7	4%	2%	0%	1%	0%	-2%	1%
O=C(Nc1ccc(F)c(Cl)c1)c1cncs1	0%	-0.7%	3%	9	6%	15%	-10%	3%	-1%	0%	-1%
CCN(CC)c1ccc(/C=C(\C#N)c2ccccn2)cc1	?	-0.5%	?	?	11%	21%	5%[46.1 µM]	-16%	6%	2%	7%
COc1ccc(S(=O)(=O)N(C)c2ccc(C(=O)N3CCOCC3)cc2)cc1OC	9%	3.9%	0%	2	-3%	7%	2%	-11%	1%	0%	4%
CCC(C)NCC(O)COCc1ccc(Cl)cc1 (configuration not stated)	2%	-0.3%	10%	8	-2%	8%	-30%	2%	-3%	-2%	0%
(further entries)
SMILES	ELG1 DNA repair	B2AR arrestin	Chronic BCR inh	TSHR antagonist	Mito fusion act	Eya2 inh	TCR activator	uPA generation	TSG101-PTAP inh	Tb PFK inh	USP2a block
CC(C)(C)c1ccc(C(=O)NNC(=O)c2ccncc2)cc1	2%	0.0%	6%	1	2%	-18%	-6%	-7%	-1%	-4%	-1%
Cc1ccccc1NC(=O)Cc1nc(COC(=O)COc2cccc(C)c2C)cs1	12%	2.3%	-10%	6	11%	-15%	-2%	0%	-5%	2%	0%
O=C1/C(=C/c2cccs2)SC(=S)N1C1CCS(=O)(=O)C1 (configuration not stated)	0%	-0.8%	-17%	23	-3%	7%	5%	-2%	-3%	-2%	0%
COc1ccc(S(=O)(=O)Nc2ccc(S(=O)(=O)N3CCOCC3)cc2)cc1C	9%	-0.5%	-2%	-4	-1%	-6%	-5%	0%	0%	-21%	1%
NS(=O)(=O)c1ccc(NC(=O)C2CCCN(S(=O)(=O)c3ccc(F)cc3)C2)cc1 (configuration not stated)	-23%	-0.6%	0%	-14	1%	3%	-4%	6%	-8%	-3%	3%
O=C(CNS(=O)(=O)c1cccc2nsnc12)NCc1ccc(Cl)cc1	-5%	0.0%	1%	2	-4%	7%	-4%	1%	-6%	-9%	-2%
CCOC(=O)CCCCCC(=O)Nc1ccc2c(c1)CC(=O)N([C@@H](C)CO)C[C@H](C)[C@@H](CN(C)Cc1ccccc1)O2	4%	-0.9%	-1%	-4	/	-19%	-13%	-8%	-5%	1%	1%
O=C(Nc1ccc2c(c1)OCO2)N1CCCC1	0%	0.1%	1%	-3	0%	10%	1%	0%	3%	-3%	0%
COC(=O)C1CCN(C(=O)Cc2ccc(Br)cc2)CC1	0%	0.1%	?	-8	0%	-16%	1%	-2%	-3%	-3%	2%
Cc1ccc(CN(c2ccc(C(=O)Nc3ccc4c(c3)OCO4)cc2)S(C)(=O)=O)cc1	-13%	-0.3%	-19%	22	-1%	-3%	/	-4%	/	2%	1%
NC1=NC(=O)/C(=C/c2cccc(F)c2)S1	8%	0.0%	0%	-1	0%	-4%	-1%	-7%	-4%	1%	2%
COc1ccc(S(=O)(=O)N[C@@H](C)C(=O)OCC(=O)Nc2cc3oc4ccccc4c3cc2OC)cc1	?	-1.3%	1%	0	17%	3%	2%[46.1 µM]	?	-2%	-3%	1%
Cc1ccc(NC(=O)CSc2nnc(Cc3csc(C)n3)o2)c(C)c1	8%	0.4%	3%	14	2%	-3%	0%	-9%	-1%	-6%	-1%
Cc1cc(C)c2nc(NNC(=O)c3ccc(S(=O)(=O)N4CCCC(C)C4)cc3)sc2c1 (configuration not stated)	?	-0.5%	1%	5	-6%	-3%	-2%	5.6µM*	-1%	-20%	-2%
O=C(CCCCl)Nc1nc(-c2ccc3c(c2)OCCO3)cs1	?	-1.1%	-17%	0	-4%	4%	3%	0%	1%	-1%	-2%
Cn1c(SCC(=O)N2CCCCCC2)nnc1-c1ccco1	?	0.2%	?	-6	-7%	12%	8%	-3%	-5%	-6%	0%
O=C(N=C1SC2CS(=O)(=O)CC2N1CCc1ccccc1)C1CC1 (configuration not stated)	2%	0.1%	-1%	-2	2%	-2%	0%	-6%	-1%	-1%	4%
CCn1c(CC(=O)Nc2ccccc2)nnc1SCC(=O)Nc1ccccc1C(=O)OC	-11%	0.1%	?	-5	5%	-14%	-4%	4%	-7%	0%	1%
Cc1ccc(NC(=O)CCC(=O)OCC(=O)c2ccc(Oc3ccc([N+](=O)[O-])cc3)cc2)cc1	19%	?	4%	-4	-1%	1%	-2%[46.1 µM]	2%	-2%	9%	1%
CS(=O)(=O)N(CC(=O)NN=C1CCCCCC1)c1ccc(Oc2ccccc2)cc1	3%	0.0%	7%	-6	-6%	0%	8%	5%	-2%	-5%	2%
O=C1CCCC/C1=C/Nc1cccc(C(F)(F)F)c1	?	0.0%	?	-1	-3%	13%	-1%	15%	-4%	-4%	0%
Cc1cc(S(=O)(=O)N2CCCOC2CNC(=O)C(=O)NCCc2ccco2)ccc1F (configuration not stated)	?	-0.3%	-1%	-3	5%	9%	3%	-3%	1%	0%	2%

Compound activity (PubChem)
